Dynein transport: blocks dynein driven cargo transport along microtubules; hit rate 0.47% among 220,000; 3617.4 mouse cells, GR-EGFP nuclear translocation imaging; test concentration mostly 20 µM; stimulated with dexamethasone, 1 µM; stronger effect = lower value; z-score, hits read low;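 active = plate z-score of nuclear minus cytoplasmic receptor signal below a set negative limit, without overly bright fluorescence or cell loss, cut at about -3.5 in these data, passing the limit was not always enough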;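 also: z-score of nuclear minus cytoplasmic ring GR-EGFP intensity difference per well; some compounds called inactive have numbers as strong as hits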
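medium = tetracycline-free induction medium containing charcoal-stripped FBS | also added = 1.0 µM final dexamethasone stimulus | schedule = 48 h induction, 1 h compound, 30 min dex at 37 °C | technique = fixed, Hoechst-stained cells imaged at 10x for EGFP | measure = GR-EGFP nuclear translocation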
TNAP activation fold: stimulation of alkaline phosphatase TNAP activity – biochemical, luminescent, no phosphate acceptor, uHTS, primary screen (AID 1001) | purified TNAP, luminescent activation assay, no phosphate acceptor; higher activation fold means a stronger effect | one-dose activation fold at 20 µM; EC50 in µM for titrated hits | hit rate 0.03% among 200,000; in the data active = activation fold from about 3, or a potency from the dose series; inactive = the rest, 99 in 100 with activation fold below about 1.6; also: many of its hits are not listed in these tables
b-catenin transl: modulators of beta-catenin nuclear translocation. HeLa beta-catenin nuclear translocation, immunofluorescence imaging. nuclear translocation activity, % at 5 µM. hit rate 0.3% among 190,000. AID 1665;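 active = nuclear translocation activity above 50% at 5 µM, with a well cell count of 50 or more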;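 also: per-cell ratio of nuclear to cytoplasmic median beta-catenin stain intensity; plate controls were DMSO negative control for no effect and GSK-3 inhibitor IX positive control for full effect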
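Test system: HeLa cells, endogenous beta-catenin; Compound: single 5 µM dose plus 0.02–20 µM confirmation series; Times: compound exposure 24 h at 37°C; Signal: fluorescence imaging of beta-catenin antibody stain plus DAPI; Read-out: % activation, nuclear-to-cytoplasmic median beta-catenin signal ratio per cell.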
PMI inhibitors: MPI enzyme activity inhibition – biochemical, fluorescence intensity, coupled assay, primary screen (AID 1209). purified PMI enzyme, coupled fluorescence intensity; higher % means a stronger effect. inhibition, % at 20 µM; hits with a dose series show IC50 in µM. hit rate 0.42% among 190,000; in the data active = inhibition above about 50%;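 also: plate controls were DMSO vehicle for no effect and wells lacking substrate for full effect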
MT stabilizer: stabilizes microtubules in HeLa cells; AID 2205; HeLa tubulin immunostaining HCS, 24 h; share of cells brighter than vehicle mean+2SD; hit rate 0.83% among 200,000; % tubulin-high responders, % at 10 µM;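 active = plate Z-score above 3 for both tubulin-high and condensed-nucleus cell shares, with cell loss under 80%, at 10 µM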;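 also: anti alpha tubulin signal scored within the nucleus-defined area of each cell; some results filed as inactive read as strong as hits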
Myeloid diff 2: compounds promoting myeloid differentiation | ER-HoxA9 myeloid progenitors, lysozyme-GFP differentiation, flow cytometry | calls only at 10 µM | hit rate 1% among 360,000 | AID 624256;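 active = normalized GFP-positive differentiation at or above the plate's own cutoff, the solvent-only control mean plus 3 SD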;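 also: cells exposed to compound for four days before flow analysis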
Hep lipid drop: hepatic lipid droplet formation modulation | inhibition, % at 6.5 µM | hit rate 0.4% among 240,000 | AML12 mouse hepatocytes, oleate lipid droplets, BODIPY imaging | AID 1656;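 active = lipid droplet intensity inhibited by at least 50%, with more than 500 cells counted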
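System: AML12 hepatocytes (mouse). Probe or stimulus: oleic acid at 100 µM to induce lipid droplet formation. Times: overnight treatment with compound plus oleate. Detection: Image-based BODIPY and DAPI two-channel analysis. Evaluation: percent inhibition of filter-corrected integrated lipid droplet intensity per well.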
Ins promoter up: MIN6 insulin promoter up-regulation; MIN6 insulin promoter-GFP reporter, high-content imaging; stronger effect = higher value; z-score at 5 µM; hit rate 0.3% among 190,000;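 active = z-score above 3 at 5 µM with at least 500 cells counted in the well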
T cell HTS: T cell immune modulators affecting CD8 T cell-vesicle binding; calls only at 7 µM; hit rate 0.068% among 330,000; 2C CD8+ T cell-vesicle binding, flow cytometry; stronger effect = lower value;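 active = response, share of CD8 T cells binding vesicles, and their 90th percentile fluorescence all below set limits, cut at about 80% in these data, passing the limit was not always enough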
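Assay system: 2C TCR transgenic mouse naive CD8+ T cells, MACS-purified | Read-out: CD8+ gate FL2 mean fluorescence as % of same-row positive control | Signal: High-throughput flow cytometry with anti-B7-1 and anti-CD8 staining | Timing: Binding step 1.5 h, 37 °C, antibody labelling 20 min, ice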
Dynein transport cytoplasmic EGFP: second read-out of Dynein transport, no call of its own (marks repeat the call); z-score; measured here: cytoplasmic GR-EGFP intensity; stronger effect = higher value
Dynein transport nuclear GR-EGFP: recorded beside Dynein transport, whose call it bears; z-score; measured here: nuclear GR-EGFP intensity;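 lower value marks the stronger effect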
Dynein transport cell count: also measured in Dynein transport; calls as there; z-score; measured here: cell count per field
Ins promoter up cell count: second read-out of Ins promoter up, no call of its own (marks repeat the call); cell count; measured here: cytotoxicity, nuclei count;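 total cells summed across four imaged fields per well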
Hep lipid drop cells 6.5 µM: recorded beside Hep lipid drop, whose call it bears; cell count; measured here: cell count, cytotoxicity flag;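 cells counted across two imaged fields per well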
b-catenin transl cell count 5 µM: also measured in b-catenin transl; calls as there; cell count; measured here: cell count, cytotoxicity flag
T cell HTS vesicle-bound %: recorded beside T cell HTS, whose call it bears; double positive events, %; measured here: CD8+ vesicle-bound cell fraction;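 binding gate set so that unloaded-vesicle control wells show 10% double positive cells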
MT stabilizer Hoechst-high %: further read-out of MT stabilizer, marked with its call; % Hoechst-high responders; measured here: nuclear condensation Hoechst responders;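 share of cells brighter than vehicle mean plus two SD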
MT stabilizer cytotoxicity %: further read-out of MT stabilizer, marked with its call; toxicity, %; measured here: cytotoxicity by cell density;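 0% = mean cell density of plate MIN control wells and 100% = no cells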
Myeloid diff 2 GFP+ MAC1+ %: second read-out of Myeloid diff 2, no call of its own (marks repeat the call); GFP+ MAC1+ double positive, %; measured here: differentiation confirmed by MAC1 staining
* marks the source's active call; other numbers are inactive results; i = inactive; / = not tested or not shown.

SMILES | Dynein transport | Dynein transport cytoplasmic EGFP | Dynein transport nuclear GR-EGFP | Dynein transport cell count | TNAP activation fold | b-catenin transl | b-catenin transl cell count 5 µM | PMI inhibitors | MT stabilizer | MT stabilizer Hoechst-high % | MT stabilizer cytotoxicity % | Myeloid diff 2 | Myeloid diff 2 GFP+ MAC1+ % | Hep lipid drop | Hep lipid drop cells 6.5 µM | Ins promoter up | Ins promoter up cell count | T cell HTS | T cell HTS vesicle-bound %
COc1ccccc1NC(=O)C1=C(C)NC(=O)NC1c1cccs1 (stereo not drawn) | 0.029 | -0.34 | 0.032 | 0.058 | 1.1 | 1.5 | 1071 | -6% | 4.9 | 2.3 | 7.6 | i | 0.5 | -5 | 730 | -0.29 | 1217 | i | 48
Cc1ccc(O)c(/C=N/NC(=O)C2=NNC(c3ccccc3)(c3ccccc3)C2)c1 | -0.42 | -0.24 | -0.36 | 0.61 | 1.3 | -0.4 | 1166 | -26% | 3.6 | 1.9 | 1.3 | / | / | -4 | 730 | / | / | / | /
CSC1=C(C#N)C2(CCCC2)C(C#N)=C(N)N1 | -0.46 | -0.22 | -0.11 | 0.29 | 1.1 | -2.1 | 1017 | -1% | 4.3 | 2.9 | 8.7 | / | / | / | / | -0.41 | 1211 | i | 22
C=CCc1ccc(OCC(O)CN2CCCCC2)c(OC)c1 (stereo not drawn) | -0.46 | -0.21 | -0.33 | 0.42 | 1.2 | -1.3 | 1018 | 0% | 1.1 | 1.9 | 8.6 | i | 1.7 | / | / | -1.2 | 1160 | i | 20
CCCCc1nc2sc3c(c2c(=O)[nH]1)CCC3 | -0.43 | -0.33 | -0.18 | 0.65 | 1 | 1.9 | 1193 | 12% | 4.4 | 1.7 | 2.5 | i | 0.7 | / | / | 1.3 | 1112 | i | 43
CCn1cnc2cc(NCc3ccc(C)cc3)ccc21 | 0.08 | -0.27 | 0.25 | -0.38 | 1 | 1.9 | 988 | 40% | 4.7 | 3.2 | 2.8 | i | 2.5 | 9 | 796 | -0.42 | 1078 | i | 15
O=C(CCC(=O)c1ccc(F)cc1)OC1CCOC1=O (stereo not drawn) | -1.2 | 0.62 | -0.63 | 0.6 | 1.1 | 0.5 | 889 | -5% | 6.2 | 2.3 | 7.7 | i | 1.0 | / | / | 0.67 | 1282 | i | 35
Cc1cccc(NC(=O)NCCc2ccc(Cl)cc2)c1 | -0.083 | -0.32 | 0.42 | 0.88 | 1.1 | -1.0 | 1512 | -3% | 1.9 | 3.8 | 5.1 | i | 0.7 | -15 | 688 | 0.06 | 1551 | i | 63
Cc1cc(C)n(C(=O)c2ccc(NC(=O)C3COc4ccccc4O3)cc2)n1 (stereo not drawn) | -1.1 | -0.23 | -0.33 | 0.31 | 1.1 | -3.2 | 1196 | 19% | 1.6 | 0.4 | 26 | i | 0.9 | 0 | 770 | -0.85 | 1144 | i | 42
CCCN1CN(Cc2ccccc2)CNC1=S | -0.27 | -0.19 | -0.39 | 0.17 | 1.2 | -3.8 | 1125 | -4% | 3.5 | 3.5 | 2.8 | i | 0.5 | 5 | 498 | 0.07 | 1489 | i | 21
COCCCN1C(=O)C(=O)/C(=C(/O)c2ccc(C)cc2)C1c1ccccc1 (stereo not drawn) | -0.33 | -0.2 | -0.089 | 0.27 | 1.2 | -2.0 | 860 | 5% | 2.3 | 2.1 | 0.1 | i | 1.2 | / | / | 0.18 | 1460 | i | 39
COc1ccc(-c2cc(C(=O)Nc3c(Cl)cc(Cl)cc3Cl)c3ccccc3n2)cc1OC | -0.52 | -0.18 | 0.66 | 0.16 | 0.9 | -1.1 | 898 | -20% | 5.4 | 13 | 20 | i | 0.7 | -22 | 690 | -0.75 | 2047 | i | 8
CC(C)C(=O)NC(Nc1ccccc1F)C(Cl)(Cl)Cl (stereo not drawn) | 0.15 | -0.073 | 0.055 | -1.1 | 1.1 | 0.7 | 1308 | 6% | 2.0 | 1.5 | 5.8 | i | 0.7 | / | / | -0.11 | 1600 | i | 51
CCC1(c2ccc(Cl)cc2)NC(=O)N(Cc2ccc(C(=O)OC)cc2)C1=O (stereo not drawn) | -0.82 | -0.28 | 0.3 | -0.29 | 1.1 | -1.7 | 1055 | 2% | 1.5 | 2.3 | 7.7 | i | 0.4 | 2 | 719 | -0.95 | 1142 | i | 23
Cc1ccc(-c2nn(-c3cccc(F)c3)cc2CN(Cc2nccn2C)C(C)C)o1 | 0.098 | -0.2 | 0.18 | -0.48 | 1 | -2.2 | 1105 | 4% | 2.9 | 1.6 | 9.8 | i | 0.3 | 33 | 658 | 0.06 | 1308 | i | 26
Cc1cc(C)c2c(n1)sc1c(-c3ccccc3)c(C#N)c(N)nc12 | -0.79 | -0.32 | -0.67 | 0.89 | 1.1 | 2.8 | 1070 | 7% | 4.5 | 2.0 | 7.9 | i | 0.3 | 9 | 705 | 0.42 | 1296 | i | 39
CCN1C(=O)c2ccccc2S(=O)c2ccc(C(=O)NCCCN3CCCC3=O)cc21 (stereo not drawn) | 0.68 | -0.15 | 0.63 | -0.071 | 1.1 | -1.7 | 1154 | 5% | 1.5 | 2.6 | 1.6 | i | 9.1 | 4 | 670 | / | / | i | 46
Cc1ccc(-n2nnnc2SCC(=O)Nc2sccc2C#N)cc1 | -0.27 | -0.2 | -0.44 | 0.65 | 1 | 2.3 | 953 | -6% | 4.1 | 2.0 | 1.5 | i | 4.3 | -6 | 688 | 0.17 | 1380 | i | 45
Cc1cccc(NC(=O)Nc2nnc(N3CCCCC3C)s2)c1C (stereo not drawn) | 0.59 | -0.11 | 0.41 | 0.25 | 1.1 | / | / | -6% | 4.0 | 2.4 | 5.8 | i | 2.2 | / | / | -0.61 | 1069 | i | 30
Cc1ccc(CNC(=O)CCC2CCCN(Cc3cccc4ncccc34)C2)o1 (stereo not drawn) | -0.9 | -0.21 | -0.56 | 0.69 | 1 | 1.8 | 1574 | / | 2.6 | 4.4 | 2.7 | i | 1.4 | 4 | 699 | 0.94 | 1646 | i | 4

Just Dynein transport cytoplasmic EGFP and MT stabilizer cytotoxicity %, for 2 of the compounds above:
SMILES,Dynein transport cytoplasmic EGFP,MT stabilizer cytotoxicity %
CCN1C(=O)c2ccccc2S(=O)c2ccc(C(=O)NCCCN3CCCC3=O)cc21 (stereo not drawn),-0.15,1.6
Cc1cc(C)c2c(n1)sc1c(-c3ccccc3)c(C#N)c(N)nc12,-0.32,7.9

Following part
SMILES | Dynein transport | Dynein transport cytoplasmic EGFP | Dynein transport nuclear GR-EGFP | Dynein transport cell count | TNAP activation fold | b-catenin transl | b-catenin transl cell count 5 µM | PMI inhibitors | MT stabilizer | MT stabilizer Hoechst-high % | MT stabilizer cytotoxicity % | Myeloid diff 2 | Myeloid diff 2 GFP+ MAC1+ % | Hep lipid drop | Hep lipid drop cells 6.5 µM | Ins promoter up | Ins promoter up cell count | T cell HTS | T cell HTS vesicle-bound %
O=C(NCc1ccccn1)c1cccc(NS(=O)(=O)c2cccc(F)c2)c1 | -0.24 | -0.32 | -0.44 | 0.57 | 1 | -3.4 | 617 | 4% | 3.9 | 1.4 | 8.5 | i | 0.5 | 6 | 622 | 0.04 | 1251 | i | 54
Cc1cccc(C2=N/C(=C\c3cccnc3)C(=O)O2)c1 | -0.73 | -0.32 | -0.44 | 0.0089 | 1.1 | -1.6 | 1073 | 1% | 2.4 | 1.4 | 3.9 | i | 0.8 | 8 | 710 | 0.25 | 1883 | i | 28
O=C(CS(=O)CC(=O)N(c1cccc(F)c1)C(C(=O)NC1CCCCC1)c1ccco1)Nc1ccc(F)cc1 (stereo not drawn) | -0.056 | -0.25 | -0.2 | 0.42 | 1.1 | -3.0 | 563 | -2% | 2.5 | 3.4 | 5.9 | i | 0.8 | 2 | 605 | -0.02 | 1435 | i | 34
CCC(C)(C)n1nnnc1C(C(C)C)N(Cc1ccco1)Cc1cc2cc3c(cc2[nH]c1=O)OCO3 (stereo not drawn) | 0.11 | 0.013 | -0.73 | 1.7 | 1.1 | -6.0 | 1247 | 9% | 2.2 | 0.7 | 2.0 | i | 2.0 | / | / | -1.1 | 1631 | i | 5
COc1ncnc2c1oc1nc(CC(C)C)c3c(c12)CCCC3 | -0.21 | -0.25 | -0.064 | -0.17 | 1.1 | -2.3 | 1002 | 15% | 1.8 | 2.0 | 9.4 | i | 0.8 | / | / | / | / | / | /
CCCc1[nH]nc2c1C(c1ccc(O)c(OC)c1)C(C#N)=C(N)O2 (stereo not drawn) | 1.3 | -0.25 | 0.97 | -1.1 | 0.6 | -6.8 | 947 | 14% | 7.0 | 3.0 | 3.5 | / | / | / | / | 1.2 | 1276 | i | 13
O=C(Cn1nnc2c(cnn2-c2ccccc2)c1=O)NCc1cccs1 | 0.036 | -0.25 | -0.18 | 0.17 | 1.1 | -6.6 | 895 | -14% | 5.2 | 2.7 | 0.5 | i | 1.7 | / | / | 0.22 | 1632 | i | 17
C=CCn1c(CNC(=O)c2cccs2)nnc1SCC(=O)c1ccc(Br)cc1 | -0.19 | -0.19 | -0.6 | -0.19 | 1.1 | / | / | 5% | 2.4 | 1.5 | 0.5 | i | 1.0 | / | / | / | / | i | 26
